ABHD5 PLIN5 PPI = ABHD5-PLIN5 interaction inhibitors, primary screen, cell lysate, split luciferase complementation, luminescence; Split G. princeps luciferase complementation, 4 h; inhibition, % at 4 µM; 360,000 tested, 0.78% active; AID 602281, 2012;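 active means inhibition above the mean inhibition across every tested compound plus 3 SD, cut at about 22% in these data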;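 further: 0% = DMSO only wells and the 100% control is not disclosed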
MC4R antag cAMP = MC4R antagonists of cAMP signaling, primary screen, cell-based, TR-FRET, antagonist arm of biased-ligand search | 360,000 tested, 0.48% active | Melanocortin receptor 4 (Homo sapiens), P32245 | inhibition, % at 6.5 µM | AID 540295, 2011 | MC4R-expressing cells, MTII-stimulated cAMP, LANCE TR-FRET;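 active means inhibition above its plate's cutoff, the mean of tested wells on that plate plus 3 SD, cut at about 29% in these data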;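 further: 0% = Melanotan II alone and 100% = Melanotan II plus saturating MCL0020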
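Material: U2OS-MC4R stable cell line | Reagent: Melanotan II challenge after compound preincubation | Doses: One concentration, 6.5 µM nominal | Incubation: 30-min compound preincubation, 1-h Melanotan II challenge, 1-h detection, room temperature | Signal: TR-FRET cAMP assay | Replicates: One well per compound, no replicates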
Exocytosis inh = LAMP-1 surface exposure blockers, TALL-104 cells – cell-based, flow cytometry, MLPCN library, primary screen; TALL-104 LAMP-1 surface exposure; cells stimulated with thapsigargin and PMA; inhibition, % at 10 µM; 360,000 tested, 0.66% active; AID 651702, 2012;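 active means inhibition above about 55%, limit read from the data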
aDG glyco up = activators of alpha-DG glycosylation, primary screen, uHTS, Pro5-aDG cells, AlphaScreen; 360,000 tested, 0.22% active; activation, % at 10 µM; alpha-DG glycosylation AlphaScreen (IIH6); 0% Pro5, 100% B10-LARGE cell signal;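 active means activation of at least 8% versus controls, or a plate z-score of at least 8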;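 further: Pro5 are CHO cells carrying HIG-tagged alpha-DG that lacks glycosylation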
NOD2-RIPK2 inh = NOD2-RIPK2 binding disruptors in cells, primary screen, fluorescence, CHO cells, BLA complementation; CCF4 ratio; 360,000 tested, 0.38% active; inhibition, % at 4.98 µM; Receptor-interacting serine/threonine-protein kinase 2 (Homo sapiens), O43353; in the data active means inhibition above about 21%;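 further: 0% = vehicle only and 100% = reference blocker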
MC4R ag barr = MC4R agonists recruiting beta-arrestin, primary screen, cell-based, luminescence, agonist arm of biased-ligand search | 360,000 tested, 0.98% active | activation, % at 8.9 µM | U2OS MC4R beta-arrestin complementation; percent of melanotan II response, DMSO zero | Melanocortin receptor 4 (Homo sapiens), P32245;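 active means activation above a per-plate cutoff, the mean activation of sample wells on that plate plus 3 SD, cut at about 8% in these data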
Glyco luc inh = increase of ERlucT glycosylation luciferase signal, primary screen, N-linked glycosylation inhibitor project, D54 ERlucT cells, luminescence, set 2. reporter increase, % at 12.5 µM. AID 588692, 2011. 360,000 tested, 0.23% active. D54 ERlucT glycosylation luciferase reporter, 24 h; percent of 100 nM tunicamycin response;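 active means mean luciferase reporter signal, scaled so untreated is 0 and the glycosylation-blocking control 100, at or above a set limit in every replicate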;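 further: luciferase carries N-glycosylation sites so blocking glycosylation raises the light; 0% = median of neutral control wells and 100% = median of 100 nM tunicamycin wells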
Vif imaging = HIV Vif self-association inhibitors, primary screen, imaging, HEK293T, single point | HEK293T cells, Vif self-association by quenched fluorescence, 24 h | inhibition, % at 7.49 µM | 340,000 tested, 0.35% active | AID 602346, 2012; in the data active means inhibition above about 50%, passing the limit was not always enough; further: some results filed as inactive read as strong as hits
ABCB6 inh MLPCN = ABCB6 transporter inhibitors, primary screen, K562-ABCB6 cells, flow cytometry, MLPCN library. K562-ABCB6 porphyrin accumulation, 1 h; hits give low values. fluorescence ratio to DMSO, % at 10 µM. 360,000 tested, 0.19% active. AID 602162, 2011;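 active means fluorescence ratio to DMSO below 75%, the collection mean minus 3 SD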;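 further: signal is porphyrin accumulated inside mitochondria; 100% equals median channel fluorescence of DMSO control wells; lower ratio means ABCB6 inhibition with less porphyrin fluorescence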
TLR9-MyD88 inh = inhibitors of TLR9-MyD88 association in cells, primary screen, cell-based, CHO, BLA complementation, fluorescence. Toll-like receptor 9 (Homo sapiens) + Myeloid differentiation primary response protein …. CCF4 FRET ratio. inhibition, % at 4.98 µM. 340,000 tested, 0.21% active;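 active means inhibition above the mean over all tested compounds plus 3 SD, cut at about 21% in these data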;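 further: 0% = DMSO only wells and 100% = clavulanate BLA inhibitor control wells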
* hit, by the source's call; / = not tested or not shown. These rows are one share of the data; rates above refer to the full screens.

no.	MC4R antag cAMP	ABCB6 inh MLPCN	MC4R ag barr	aDG glyco up	ABHD5 PLIN5 PPI	Exocytosis inh	TLR9-MyD88 inh	Glyco luc inh	Vif imaging	NOD2-RIPK2 inh	smiles
1	2.2	96.0	0.0	-0.1	3.0	0.1	3.1	0.2	2.9	-11.5	CSc1nc(C)cc(OCC#N)n1
2	3.2	85.0	0.7	-0.1	0.1	1.2	-6.0	1.9	0.7	5.5	Cc1noc(C)c1C(=O)NCCc1ccccc1
3	0.7	97.0	0.0	0.4	-10.0	9.7	-0.1	-7.8	-3.5	-9.2	COc1ccc(C2Nc3ccccc3C(=O)N2Cc2ccccc2)cc1CSc1ccccn1 (stereo unspecified)
4	5.5	101.0	-0.8	0.1	-3.3	3.1	-10.7	2.4	6.2	-0.9	COCCOC(=O)C1=C(C)Nc2ncnn2C1c1ccco1 (stereo unspecified)
5	-1.3	97.0	-0.4	0.0	3.9	-1.9	-7.1	3.8	5.5	-5.4	CC1(C)CC(=O)C(C=NCC2CCN(C(=S)Nc3cccc(Cl)c3)CC2)=C(O)C1
6	13.8	111.0	-0.7	0.4	10.5	51.8	-1.0	-3.7	3.9	0.2	CCCN1CCc2c(sc(NC(=O)c3ccc(S(=O)(=O)N(C)c4ccccc4)cc3)c2C(=O)NC)C1
7	1.3	95.0	-1.3	-0.1	-9.4	-5.6	6.6	0.5	-3.1	-5.3	O=C(CC12CC3CC(CC(Br)(C3)C1)C2)NCc1ccccc1
8	-7.2	103.0	2.6	-0.4	3.3	-1.3	-1.5	3.0	-2.1	-3.5	COc1cc(NS(=O)(=O)c2ccc(NC(C)=O)cc2)ncn1
9	-2.3	85.0	-1.2	0.5	2.8	-0.2	3.0	1.9	-5.3	-13.1	Cc1ccc(OCCOc2cccc3ccc(C)nc23)c([N+](=O)[O-])c1
10	-2.2	98.0	0.4	0.4	-0.5	13.0	-4.3	2.3	-1.8	3.5	COc1ccc(C(=O)N2CCN(c3ccc(C(C)=O)cc3)CC2)cc1S(=O)(=O)N1CCCC1
11	0.3	104.0	-0.8	0.0	-14.5	-0.1	0.9	-3.0	2.2	-9.4	COc1ccc2c(/C=N/Nc3ccc(C(=O)O)cc3)c[nH]c2c1
12	-2.1	91.0	-0.8	1.5	11.2	36.4	0.8	-0.1	25.1	-6.3	Cc1cc(N2CCN(c3ccccc3)CC2)nc(NCc2ccccc2)n1
13	-5.4	101.0	-2.5	-0.1	-4.1	-15.6	-4.5	-0.4	5.9	2.2	O=C(Oc1cccc(C(=S)N2CCOCC2)c1)c1ccccc1
14	10.2	104.0	0.5	0.5	-2.4	5.9	7.5	2.6	4.7	-7.1	Cc1ccc(S(=O)(=O)Nc2ccccc2C=NNC(=O)c2ccncc2)cc1
15	5.5	96.0	5.2	0.0	12.1	-0.3	-6.1	4.5	-4.5	6.2	CCOC(=O)c1nn(-c2ccc(F)cc2)c2nc(Nc3ccccc3)cc(=O)n12
16	5.6	108.0	-2.0	-0.3	7.0	-22.0	-2.0	3.2	0.0	8.9	CCOc1ccc(C(=O)NCC(=O)Nc2ncccc2C)cc1OCC
17	-0.5	106.0	0.3	0.3	1.4	1.7	-2.8	-2.2	2.6	2.5	Oc1c(C=Nc2ccc(Cl)cn2)sc2ccccc12
18	13.8	100.0	-3.5	0.2	3.7	-7.8	-0.6	2.4	6.1	-7.0	Cc1cc(C)n2nc(C(=O)NCC(=O)Nc3ccc(F)c(F)c3)nc2n1
19	3.0	111.0	1.0	-0.2	2.4	1.9	0.1	-1.9	0.7	-5.7	COc1cc2cnc(-c3ccccc3)c(C(=O)c3ccc(OCc4ccccc4)cc3)c2cc1OC
20	-6.6	83.0	-1.8	-0.1	-6.5	0.8	2.4	2.5	-16.2	4.3	CC(=O)c1cccc(S(=O)(=O)N2CCN(c3nc4cc(C)cc(C)c4cc3C#N)CC2)c1
21	11.5	101.0	-1.7	0.0	1.5	-1.5	2.9	0.1	-4.0	4.0	CCOC(=O)N1CCC(NC(=O)CC2C(=O)NCCN2Cc2ccccc2F)CC1 (stereo unspecified)
22	-6.7	98.0	1.7	-0.1	-0.6	-3.9	6.1	5.0	-1.5	3.9	CC1=NN(c2ccccc2)C(=O)/C1=C/c1ccc[nH]1
23	0.1	103.0	3.2	-0.1	7.2	1.5	-4.3	0.6	-3.3	-3.1	O=C(O)C1OC2OC3(CCCCC3)OC2C2OC3(CCCCC3)OC12 (stereo unspecified)
24	5.0	97.0	-0.6	-0.1	9.9	-1.9	-6.8	0.9	-4.2	0.2	COc1ccc(CN2C(=O)c3cccnc3C2=O)cc1S(=O)(=O)NCc1ccc(C)o1
25	-1.3	91.0	-1.4	0.2	-13.5	4.1	-5.4	0.4	3.2	9.8	Cc1c(CN2CCCCC2)c(O)n(CCO)c(=O)c1C#N
26	-1.4	99.0	-0.4	-0.1	-2.2	8.2	/	1.4	/	-20.7	CC(C)(C)C(=O)Nc1c(Br)c(C2CC2)nn1-c1ccccc1
27	13.0	107.0	-1.6	0.0	-0.8	-5.7	11.1	2.2	-10.0	-8.6	Cc1cc(N2CCOCC2)n2nc(C(F)(F)F)c(-c3ccccc3)c2n1
28	12.1	94.0	-1.0	-0.2	-2.5	4.9	3.7	1.6	/	-1.7	COc1cc(/C=C/C(=O)OCC(=O)NNC(=O)c2cc(Cl)ccc2OC)ccc1O
29	8.0	99.0	-0.7	0.4	-2.1	11.6	-1.4	2.8	8.6	-0.4	COc1ccc(OC)c(C(=O)CSc2nc3c(c(=O)n(C)c(=O)n3C)n2C(C)C)c1
30	10.8	99.0	0.0	-0.3	-1.2	-2.5	0.0	-0.9	-13.5	2.6	COc1ccc2cc(C(=O)Nc3ccc(Cl)cc3)sc(=O)c2c1OC

3 structures from above, sorted by length of the SMILES, smallest number first.
no.	MC4R antag cAMP	ABCB6 inh MLPCN	MC4R ag barr	aDG glyco up	ABHD5 PLIN5 PPI	Exocytosis inh	TLR9-MyD88 inh	Glyco luc inh	Vif imaging	NOD2-RIPK2 inh	smiles
23	0.1	103.0	3.2	-0.1	7.2	1.5	-4.3	0.6	-3.3	-3.1	O=C(O)C1OC2OC3(CCCCC3)OC2C2OC3(CCCCC3)OC12 (stereo unspecified)
28	12.1	94.0	-1.0	-0.2	-2.5	4.9	3.7	1.6	/	-1.7	COc1cc(/C=C/C(=O)OCC(=O)NNC(=O)c2cc(Cl)ccc2OC)ccc1O
24	5.0	97.0	-0.6	-0.1	9.9	-1.9	-6.8	0.9	-4.2	0.2	COc1ccc(CN2C(=O)c3cccnc3C2=O)cc1S(=O)(=O)NCc1ccc(C)o1

Continued:
no.	MC4R antag cAMP	ABCB6 inh MLPCN	MC4R ag barr	aDG glyco up	ABHD5 PLIN5 PPI	Exocytosis inh	TLR9-MyD88 inh	Glyco luc inh	Vif imaging	NOD2-RIPK2 inh	smiles
31	2.1	104.0	0.7	0.0	4.5	1.6	-3.2	2.4	-0.2	3.7	COc1ccccc1C(=O)N1CCN(c2nc3cc(C)cc(C)c3cc2C#N)CC1
32	0.1	97.0	-0.9	-0.3	6.7	-1.5	-0.4	-1.2	-13.6	4.3	CCCn1nnnc1SCC(=O)N(C(C)C)C(C)C
33	31.3*	99.0	0.5	0.1	8.8	-5.0	-1.2	1.7	-1.4	-6.4	COc1ccccc1C(=O)Nc1ccc(NC(=O)C2CCCCC2)nc1
34	2.1	97.0	0.1	0.0	-1.5	14.3	-0.2	-4.1	-9.1	-8.0	COc1ccc(N=C(c2ccccc2)c2c(C)[nH]n(-c3ccccc3)c2=O)c(OC)c1
35	5.6	95.0	-2.2	0.0	1.5	3.7	-5.9	3.4	5.3	1.4	COc1cccc(-c2c(C(=O)N/N=C/c3cccs3)nnn2-c2nonc2N)c1
36	0.5	100.0	0.2	0.2	7.5	-4.5	-1.7	0.5	-1.2	2.4	Clc1ncnc2[nH]ccc12
37	7.1	98.0	-1.5	0.6	5.4	1.7	0.5	0.3	-0.3	-11.4	CN(C)CCN1C(=O)C(O)=C(C(=O)c2ccco2)C1c1ccccc1F (stereo unspecified)
38	-6.5	101.0	-0.3	0.9	7.1	7.9	-4.8	-5.4	8.8	5.8	Cc1cccc2cc(CN(Cc3ccccc3)C(=S)NCCCN(C)C)c(=O)[nH]c12
39	-3.2	104.0	0.2	4.0	0.1	9.4	6.0	-2.1	-7.3	-4.3	COc1ccc2sc(N(CCN(C)C)C(=O)c3ccc4ccccc4c3)nc2c1
40	2.2	100.0	-1.6	0.1	1.8	-1.1	0.5	-1.9	-3.0	-2.0	COc1ccc(C(=O)NC(C)CCc2ccccc2)cc1 (stereo unspecified)
41	3.7	92.0	-0.3	0.2	-2.4	-1.6	-7.8	-0.1	7.3	1.9	CCc1sc(C(=O)N2CCCN(C)CC2)cc1Br
42	5.7	95.0	-0.9	0.0	1.0	-3.6	-2.8	-0.1	-19.4	1.7	O=Cc1ccc2c(c1)CCN2Cc1ccccc1
43	-0.7	101.0	-1.2	0.2	1.8	-1.3	-5.1	1.9	4.0	-2.8	O=C1C2C3C=CC(CC3)C2C(=O)N1c1ccc([N+](=O)[O-])cc1 (stereo unspecified)
44	-0.5	99.0	1.5	0.1	-5.1	54.7	-0.5	5.0	-9.5	9.9	c1cncc(-c2nc(N3CCCCCC3)c3ccccc3n2)c1
45	8.7	98.0	1.1	0.0	3.4	1.7	-10.0	0.2	-12.0	-2.9	O=C1c2ccccc2C(=O)N1c1ccc(Cc2ccncc2)cc1
46	5.8	99.0	1.2	-0.1	2.2	-5.2	-2.1	-0.9	-0.2	3.1	CCOC(=O)CN(C)Cc1cn(C)nc1-c1ccc(Oc2ccccc2)cc1
47	6.6	109.0	-3.5	-0.2	1.7	-5.1	-7.8	-3.4	8.5	-0.1	OCCN(Cc1ccccc1)Cc1ccc(F)c(F)c1

Source: PubChem BioAssay
